# KB-V1 cytotox = kills drug-selected multidrug resistant KB-V1 cells. KB-V1 MDR cells viability, CellTiter-Glo, 72 h. Potency, µM (doses to about 46.1 µM), without a hit: at the highest dose activity change, negative = cytotoxicity, most hits filed as cytotoxic. 3.4% of 400,000 active; also: potency is read from the fitted curve at half-maximal effect; % is scaled to controls: 0 for no effect and ±100 for the full control effect; nearly all actives have a fitted effect of over 60% in size
#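 Potencies derive from concentration-effect curves fitted to normalized luminescence (CellTiter-Glo) of KB-V1 cells treated for 72 h at 37 degrees C in phenol-red-free DMEM containing 10% FBS.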
# DRD3 antagonist = blocks the human D3 dopamine receptor. D3R cells, DiscoveRx beta-arrestin luminescence, antagonist mode; active compounds read low. max response, negative = inhibition, %. 2.5% of 360,000 active. AID 652054; in the data active = max response below about -50%; inconclusive = no clear call, values can overlap the other calls; also: % is scaled to controls: 0 for no effect and ±100 for the full control effect; mostly tested at two doses, the higher about 12 µM
#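 Cells expressing the human receptor were seeded at 1500 cells/well, incubated overnight at 37 degrees C in 5% CO2, then exposed to library compounds with dopamine controls for 90 minutes at 37 degrees C before luminescent detection.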
# HEK293 tox = cytotoxicity counter-screen for GLP-1 receptor inverse agonists; HEK293 cAMP-luciferase reporter cells, luminescence, 24 h; Potency, µM (top dose mostly 38.3 µM), for inactives: at the highest dose activity change, negative = inhibition, hits mostly inhibitors; 0.13% of 410,000 active; AID 624418;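 also: loss of luciferase light is scored as toxicity; potency is read from the fitted curve at half-maximal effect; % is scaled to controls: 0 for no effect and ±100 for the full control effect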
#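 To flag toxic compounds, the library was rerun on cells for 24 hr at 37 deg C and 5% CO2. Viability-linked luminescence was captured 12 min after adding luciferase detection reagent.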
# TDP43 rescue = TDP-43 toxicity inhibition in yeast; TDP-43 expressing yeast growth rescue, BacTiter-Glo, 24 h; Potency, µM (doses to about 46.1 µM), without a hit: at the top dose growth rescue (activation), most hits filed as activators; 1.8% of 410,000 active; also: potency is read from the fitted curve at half-maximal effect; % of control where 0% means no effect; nearly all actives have a fitted effect of over 50% in size
#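 Galactose-induced TDP-43 yeast, OD600=0.02, compound pinned; 24 hr, 30 deg C; BacTiter-Glo luminescence for growth. Inhibitors of TDP-43 toxicity read as activators.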
# GLP-1R agonist = activates the human GLP-1 receptor; 0.007% of 380,000 active; HEK293 GLP-1R CRE-luciferase, luminescence, 4-6 h; cells express a hypersensitive GLP-1R form; AID 624172; Potency, µM (doses to about 45.6 µM), for the others: top-dose activation, usual class: activators; P43220; also: potency is read from the fitted curve at half-maximal effect; % of control where 0% means no effect
# Target sequence (P43220 whole entry, looked up): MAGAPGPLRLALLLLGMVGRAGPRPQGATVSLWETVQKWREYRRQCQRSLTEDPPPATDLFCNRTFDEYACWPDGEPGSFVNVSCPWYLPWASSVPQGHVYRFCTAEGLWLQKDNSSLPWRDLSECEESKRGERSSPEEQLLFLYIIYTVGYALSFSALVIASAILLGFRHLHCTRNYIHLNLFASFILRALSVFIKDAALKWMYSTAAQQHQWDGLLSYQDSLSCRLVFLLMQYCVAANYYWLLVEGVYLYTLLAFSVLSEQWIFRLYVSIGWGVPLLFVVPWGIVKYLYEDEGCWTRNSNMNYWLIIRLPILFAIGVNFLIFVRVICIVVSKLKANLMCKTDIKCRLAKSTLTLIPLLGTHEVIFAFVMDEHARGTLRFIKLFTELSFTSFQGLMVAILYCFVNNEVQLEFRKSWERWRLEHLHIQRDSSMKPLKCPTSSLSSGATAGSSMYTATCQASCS
# PTHR1 agonist = agonists of human PTHR1 parathyroid hormone receptor; Potency, µM (titrated, usually from 115 µM), without a hit: top-dose activation, most hits filed as activators; 0.075% of 410,000 active; HEK293 GP2 PTHR1 cells, GloSensor cAMP luminescence, 1 h; AID 743266; also: potency is read from the fitted curve at half-maximal effect; nearly all actives have a fitted effect of over 55% in size; some results filed as inactive show a strong effect at the top dose; inactives centre near -15; many of its hits are not listed in these tables
# Target sequence (Q03431 whole entry, looked up): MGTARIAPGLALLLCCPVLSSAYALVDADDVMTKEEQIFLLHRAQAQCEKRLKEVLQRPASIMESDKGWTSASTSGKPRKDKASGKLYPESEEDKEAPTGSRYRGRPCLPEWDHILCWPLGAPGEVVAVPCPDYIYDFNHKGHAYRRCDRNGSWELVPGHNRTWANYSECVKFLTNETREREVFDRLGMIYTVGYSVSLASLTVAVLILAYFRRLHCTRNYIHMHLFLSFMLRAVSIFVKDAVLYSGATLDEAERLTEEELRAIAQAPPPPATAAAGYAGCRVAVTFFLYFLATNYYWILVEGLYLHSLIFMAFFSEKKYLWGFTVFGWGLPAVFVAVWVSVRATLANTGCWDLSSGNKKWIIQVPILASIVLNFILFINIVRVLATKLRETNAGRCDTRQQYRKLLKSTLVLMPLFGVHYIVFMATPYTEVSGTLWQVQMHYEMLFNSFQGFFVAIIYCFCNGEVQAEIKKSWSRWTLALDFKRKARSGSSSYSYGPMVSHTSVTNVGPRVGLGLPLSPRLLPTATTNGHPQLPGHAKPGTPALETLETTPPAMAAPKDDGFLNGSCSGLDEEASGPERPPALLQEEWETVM
#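 HEK-293-derived GP2 cells expressing PTHR1 and a GloSensor cAMP reporter, 3,000/well, plated overnight, given luciferin plus IBMX (each 0.5 mM as added) for 1 h at 37 °C, then compound for 1 h at 37 °C. Luminescence was read after 15 min at room temperature.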
# GLP-1R inv ag = inverse agonists of human GLP-1 receptor; Potency, µM (series often up to 38.3 µM), for inactives: at the top dose activity change, negative = inhibition, usual class: inhibitors; HEK293 GLP-1R CRE-luciferase, luminescence, 24 h; GLP-1R form is constitutively active; P43220; 1.6% of 410,000 active; also: potency is read from the fitted curve at half-maximal effect; % is scaled to controls: 0 for no effect and ±100 for the full control effect; nearly all actives have a fitted effect of over 55% in size
#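 Readout was luciferase luminescence, measured 12 min after detection reagent at room temperature. Beforehand, GLP-1R reporter HEK293 cells had sat 12 h, then received compounds for 24 hr at 37 deg C.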
# DRD3 agonist = agonists of human D3 dopamine receptor. P35462. D3R DiscoveRx beta-arrestin cells, luminescence, 90 min. max activation, %. 0.58% of 410,000 active. AID 652048; in the data active = max activation above about 30%; also: 0% is about no effect; mostly tested at two doses, the higher about 12 µM
#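 Cells at 1500/well, incubated overnight, then treated with pinned compounds (dopamine as control) for 90 min at 37 degrees C. DiscoveRx reagent added for 30 - 60 minutes at room temperature; luminescence read.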
# aSyn yeast inh = inhibitors of alpha-synuclein toxicity in yeast. Potency, µM (series often up to 46.1 µM), inactives show at the top dose growth rescue (activation), hits mostly activators. 0.14% of 370,000 active. Yeast expressing alpha-synuclein, growth rescue, BacTiter-Glo, 24 h. AID 652106; also: potency is read from the fitted curve at half-maximal effect; % of control where 0% means no effect; nearly all actives have a fitted effect of over 65% in size
#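 Galactose-induced alpha-syn yeast (OD600=0.02, raffinose-pregrown) + pinned cpd, 24 hr, 30 deg C; growth by BacTiter-Glo luminescence. Growth restoration scores as activation.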
# The depositor's hits bear a star; i = inactive; ? = inconclusive; · = no result given; & = joins results of further samples; ! = repeats disagree; [ ] = another dose, or the depositor's remark. Unless noted, calls follow the shape of the dose curve; as a rule, active = well fitted curve in the direction sought with a large enough effect; inconclusive = small, poorly fitted or top-dose-only effect, or another doubt; inactive = no such curve, though single readings can be large; an effect the other way counts as inactive or inconclusive. Only part of the results is shown; the hit share may differ from the screen's.
SMILES,KB-V1 cytotox,DRD3 antagonist,HEK293 tox,TDP43 rescue,GLP-1R agonist,PTHR1 agonist,GLP-1R inv ag,DRD3 agonist,aSyn yeast inh
COc1cccc(N(CC(=O)NC2CCCCC2)C(=O)CCCC(=O)Nc2ccccn2)c1,11%,3,1%,-3%,16%,i,4%,4,2%
COc1ccccc1-c1cc(C(F)(F)F)nc(NCc2ccco2)n1,-14%,-11,20%,?,13%,i,?,-7,-22%
Cc1cccc(NC(=O)CSc2nnc(-c3ccco3)o2)c1C,0%,-22,3%,-10%,19%,i,15%,2,-6%
O=C(CSc1ccccc1)NCC1(N2CCOCC2)CCCCC1,0%,9,-8%,11%,4%,i,-5%,-7,-2%
O=C1CCCN1CCCNC(=S)Nc1ccc(F)c(Cl)c1,0%,1,·,-1%,11%,i,148%[activator],1,-5%
CCOC(=O)c1cc2c(ccn2C)n1Cc1ccc(C#N)cc1,?,-4,7%,12%,-2%,i,?,-1,9%
Cc1cc(NS(=O)(=O)c2ccc(NC(=O)c3cc4cc(Br)ccc4oc3=O)cc2)no1,8%,8,0%,4%,3%,-13%,29%,2,-1%
CCOC(=O)c1c(C)n(C)c2ccc(OC)c(NC(=O)CN3CCCCC3)c12,-17%,0,-8%,-1%,0%,i,-26%,1,-6%
O=S(=O)(Nc1ccc2cn[nH]c2c1)c1ccc(Cl)s1,-5%,1,9%,27%,0%,-4%,-7%,-2,8%
CC(C)(C)c1ccccc1NC(=O)c1cc(-c2ccncc2)nc2ccccc12,1%,34,-7%,3%,19%,-4%,?,3,0%
CCC(C)Sc1cccc(-c2nc3ccc(C)cn3c2NC2CCCCC2)c1 (stereo not given),?,64&45,-22%&3%,7%&2%,15%&1%,-87%&-23%[inhibitor],11µM*,53*!,-5%&1%
CCOC(=O)c1ccc(NS(=O)(=O)N2CCCCCC2)cc1,2%,7,-5%,?,20%,i,?,4,8%
COc1ccccc1-n1cnc2cc(NCc3ccccn3)ccc21,?,-11,?,-17%,23%,-12%,0%,-27,-28%
NC(=O)c1ccc(NC(=O)COC(=O)c2cccc(Oc3ccccc3)c2)cc1,15%,1,2%,12%,0%,i,-11%,2,5%
CCCCC(CC)CNC(=O)CC1Nc2c3ccccc3nc(=S)n2C1=O (stereo not given),5%,-10,-4%,-18%,-2%,-17%,-6%,0,-1%
Cc1c(Cl)cccc1NC(=O)COC(=O)CCc1nc2ccccc2n1-c1ccccc1,-23%,-7,-5%,-31%[inhibitor],11%,-28%,?,-7,1%
CCc1noc(-c2ccc(N3CCCCC3C)c([N+](=O)[O-])c2)n1 (stereo not given),0%,·,0%,21%,·,-47%[inhibitor],?,-13,·
C=C1CCN([C@H](C(=O)NCc2ccccc2)C(C)C)S(=O)(=O)c2ccccc21,11%,-5,34%[activator],-2%,1%,-36%[inhibitor],-1%,-24,1%
COc1cc(OC)c(NC(=O)Cn2cnc3sc(C)c(S(=O)(=O)N4CCC(C)CC4)c3c2=O)cc1Cl,27%,·,1%,6%,·,i,6%,-5,·
CCc1nnc2sc(-c3ccc(NC(=O)c4ccco4)cc3)nn12,-9%,2,-11%,25%,13%,i,35%,0,·

# Brought forward from above: 2 entries; new compounds follow.
SMILES,KB-V1 cytotox,DRD3 antagonist,HEK293 tox,TDP43 rescue,GLP-1R agonist,PTHR1 agonist,GLP-1R inv ag,DRD3 agonist,aSyn yeast inh
COc1cc(OC)c(NC(=O)Cn2cnc3sc(C)c(S(=O)(=O)N4CCC(C)CC4)c3c2=O)cc1Cl,27%,·,1%,6%,·,i,6%,-5,·
CCc1nnc2sc(-c3ccc(NC(=O)c4ccco4)cc3)nn12,-9%,2,-11%,25%,13%,i,35%,0,·
Nc1nc2n(n1)C(c1ccc(F)cc1)CC(c1ccc(F)cc1)N2 (stereo not given),-14%,?,-7%,-12%,13%,-19%[57.5 µM],-1%,13,-10%
CCOC(=O)COc1ccc(-c2nnn(CC(=O)Nc3ccccc3)n2)cc1,-21%,·,6%,25%,·,i,-4%,9,·
COc1cccc(CNCCSc2nnnn2C)c1OCc1ccccc1,?,·,5%,-24%,1%,18%,-27%,-17,·
COc1ccc(CNC(=O)c2ccc(Cn3nc(C)cc3C)o2)cc1,-3%,-12,-1%,6%,10%,-5%,2%,4,-3%
Cc1ccc2nc3c(c(C(=O)OC4CCOC4=O)c2c1)CCCC3 (stereo not given),-8%,-7,-3%,-23%,2%,i,-6%,-6,-15%
Cn1cccc1-c1cc(C(=O)N2CCc3c([nH]c4ccccc34)C2c2ccccn2)[nH]n1 (stereo not given),-15%,43,-16%,4%,7%,-15%,-10%,-3,1%
c1ccc(CNc2nc(NCC3CC3)nc3cc(-c4ccccc4)sc23)cc1,-26%,14,?,0%,-3%,0%,?,-4,-22%
COc1ccccc1C(c1nnnn1Cc1ccccc1)N1CCC(C(N)=O)CC1 (stereo not given),?,-2,4%,11%,2%,0%[57.5 µM],0%,-3,-2%
COc1cc(Cl)cc(C2NC(=S)NC(c3ccccc3)=C2C(C)=O)c1OCC(=O)O (stereo not given),13%,-2,1%,19%,-1%,i,3%,0,-8%
CN(C)CCCN(C(=O)c1ccc(S(=O)(=O)N2CCCCCC2)cc1)c1nc2c(F)cc(F)cc2s1,-2%,-8,-1%,-5%,2%,i,-61%,3,4%
O=C(N(Cc1ccccc1)c1ccccn1)C12CC3CC(CC(C3)C1)C2,?,?,-8%,0%,1%,-12%,-5%,-4,-12%
COC(=O)c1cc(-c2c(-c3ccc4c(c3)OCO4)noc2-c2ccsc2)cc([N+](=O)[O-])c1,0%&-1%,13,6%,1%,-2%,-2%,8%,-1,-7%
O=C(NCc1cccnc1)c1cccnc1Sc1ccc(Cl)cc1,18µM*,-22,-5%,-16%,?,i,0%,2,-9%
CCOC(=O)c1cc(-c2ccc(OC)c(S(=O)(=O)N3CCN(c4ccccc4)CC3)c2)on1,17%,·,1%,22%,·,-15%,4%,10,·
CCn1c(C(=O)N2CCCC(C(=O)NCCCc3ccccc3)C2)cc2sccc21 (stereo not given),23µM*,3,-16%,22%,-2%,-19%[57.5 µM],?,1,3%
COC(=O)C1=C(O)/C(=C\c2ccc(CNC(=O)C(=O)Nc3ccc(C)cc3)o2)N=C1C,-8%,-19,29%,-17%,-4%,i,-3%,-6,-3%
CCOc1ccc(N2CC(NC(=O)c3ccc(S(=O)(=O)N4CCCC4)cc3)CC2=O)cc1 (stereo not given),·,·,0%,19%,·,i,5%,11,·
O=C(COC(=O)c1cc(Br)ccc1O)NC12CC3CC(CC(C3)C1)C2,1%,-12,0%,-13%,6%,-5%,-10%,2,-6%
COc1ccc(C(=O)N/N=C/C(Br)=C/c2ccccc2)cc1,?,-13,6%,2%,9%,-15%,7%,-13,-12%
C=CCNC(=O)/C(=C\c1ccc([N+](=O)[O-])cc1)NC(C)=O,19%,-5,0%,25%,-6%,i,1%,4,3%
O=C(Nc1ccc(Cl)c(S(=O)(=O)N2CCCCC2)c1)c1ccco1,-25%,-13,-3%,4%,4%,-58%[inhibitor],?,-3,-34%[inhibitor]
Oc1ccc(/C=N/Nc2ccc(Cl)nn2)c(O)c1O,0%,23,-16%,-5%,-3%,-18%,7%,6,8%
COc1ccc(CCNC(=O)[C@H](CC(C)C)NC(=O)N2CCn3c2nc2ccccc23)cc1OC,0%,1,-7%,-15%,-4%,-9%,?,-8,12%
CCCCC(=O)N(C)c1c(C)nc2ccc(C(=O)N3CCN(c4ccccc4)CC3)cn12,-7%,-3,5%,12%,3%,i,-10%,6,-2%
Cc1cc(Br)ccc1NC(=O)CNC(=O)CN(C)C1CCS(=O)(=O)C1 (stereo not given),22%,0,8%,10%,0%,i,8%,1,3%
CCOc1ccc(N2CC(c3nc4ccccc4n3CCOc3ccc(OC)cc3)CC2=O)cc1 (stereo not given),-3%,·,-12%,14%,·,-9%,0%,-1,·
COc1ccc(-c2noc(CCC(=O)N3CCN(c4cc(C)ccc4C)CC3)n2)cc1,-9%,20,-15%,-1%,0%,i,?,8,1%
Cc1cc(C)nc(-n2nc(C)cc2NC(=O)c2cccc(S(=O)(=O)N3CCOCC3)c2)n1,-1%,7,14%,-4%,-1%,21%[57.5 µM],0%,3,-1%
COc1cccc(NC(=O)N2CCCC2C(=O)NCc2ccc(Cl)cc2)c1 (stereo not given),-21%,-1,-12%,-11%,-1%,-10%,-4%,0,-1%
COc1ccc2c(=O)c(-c3cnn(-c4ccccc4)c3)c(C)oc2c1,?,-14,-10%,-26%,4%,-7%[57.5 µM],7%,-4,-18%
COc1ccc(OC)c(S(=O)(=O)Nc2c(C)cccc2C)c1,5%,13,-7%,-3%,8%,-9%,-12%,3,0%
COc1ccc(CN2CCC(Oc3cc(C(=O)NC4CC4)ccc3OC)CC2)c(O)c1,-3%,6,-11%,-1%,0%,-8%,?,4,-1%
CC(C)(C)C(=O)CN1C(=O)NC(C)(Cc2ccc3c(c2)OCO3)C1=O (stereo not given),-22%,4,-3%,-4%,2%,-19%,-7%,-2,2%
CCO[C@@H]1OC(C(=O)O)=C[C@H](C2CC2)[C@H]1CCCO,-6%,-12,?,-15%,-5%,10%,8%,-18,-3%
C=CC[C@H](CC(=O)NCCO)C(=O)N[C@H](COC(=O)[C@H](CC=C)CC(=O)OC(C)(C)C)Cc1c[nH]c2ccccc12,0%,31,-5%,5%,-5%,i,-18%,-6,-2%
COc1ccc(CCn2c(NN=C3CCCCC3)nc3c2c(=O)[nH]c(=O)n3C)cc1,-1%,6,-15%,-8%[1.82 µM],19%,i,6%,0,2%
C=CCOc1ccccc1C(=O)/C=C1/C(=O)Nc2ccccc21,13%,?,?,?,-2%,-29%,?,-15,0%
